GASC1 inh = inhibitors of GASC-1 (KDM4C) histone demethylase, primary screen, biochemical, single concentration HTS; 0.15% of 96,000 active; GST-KDM4C 2-372, H3K9me3 peptide, LANCE TR-FRET; Lysine-specific demethylase 4C (Homo sapiens), Q9H3R0; inhibition, % at 12.5 µM;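 active = mean replicate inhibition above about 25%, with at least 55% of replicates also reaching it, limit read from the data, passing the limit was not always enough; inconclusive = only one of those two conditions met; inactive = neither condition met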
Target sequence (Q9H3R0 2-372 limits assumed): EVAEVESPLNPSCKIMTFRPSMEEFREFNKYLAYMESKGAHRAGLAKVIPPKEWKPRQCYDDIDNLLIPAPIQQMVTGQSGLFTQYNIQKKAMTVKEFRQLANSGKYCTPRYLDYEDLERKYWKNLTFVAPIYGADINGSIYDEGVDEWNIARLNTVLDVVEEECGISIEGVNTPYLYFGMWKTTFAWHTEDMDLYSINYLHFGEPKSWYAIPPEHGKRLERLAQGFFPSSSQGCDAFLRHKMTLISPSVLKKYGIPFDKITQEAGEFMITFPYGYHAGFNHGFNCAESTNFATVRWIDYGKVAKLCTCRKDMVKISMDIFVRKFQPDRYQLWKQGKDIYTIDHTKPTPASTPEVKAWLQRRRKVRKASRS
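Test system: N-terminal GST-fused human GASC-1 (KDM4C) fragment, residues 2-372; quantity: GASC-1 enzyme at 10 nM final in reaction; dosing: single dose; schedule: 30 min demethylation and 1 h detection at room temperature; signal: LANCE TR-FRET, excitation 340 nm, emissions 618 and 671 nm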
T cruzi growth = T. cruzi intracellular proliferation inhibitors, primary screen, cell-based, beta-gal Tulahuen parasites, NIH3T3 host, luminescence | AID 624255, 2012 | T. cruzi beta-gal in NIH3T3, GalScreen luminescence, 90 h | inhibition, % at 8.34 µM | 5.9% of 77,000 active;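 active = mean inhibition above about 93%, with at least 55% of replicates each passing it, limit read from the data, passing the limit was not always enough; inconclusive = only one of those two conditions holds; inactive = neither condition holds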
Pf Dd2 inh = P. falciparum Dd2 growth inhibitors, primary screen, SYBR Green fluorescence, single dose replicates. 2.3% of 94,000 active. activity change, % at 10 µM. 72 h; stronger effect = lower value. AID 1159554, 2015; in the data active = activity change below about -80%; inconclusive = no clear call, values can overlap the other calls
C diff HTS = C. difficile growth inhibitors, primary screen, HTS | Clostridium difficile clinical isolate growth, OD600, 24 h; stronger effect = lower value | growth activity, negative = inhibition, % at 16 µg/mL (by protocol) | 0.25% of 86,000 active;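 active = mean growth activity at or below -80% and every replicate also at or below -80%; inconclusive = mean at or below -80% but some replicate above -80%; inactive = mean growth activity above -80%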;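 note: 0% = DMSO wells and -100% = levofloxacin 16 µg/mL wells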
* marks the source's active call; other numbers are inactive results; ? = inconclusive; . = not tested or not shown; & = joins results of further samples.

smiles,GASC1 inh,T cruzi growth,Pf Dd2 inh,C diff HTS
CCS(=O)(=O)N1CC(=O)N2[C@H](CO)[C@@H](c3ccc(C#CCc4ccccc4)cc3)[C@H]2C1,0.7,.,-55,-2
O=C(CN1CCOCC1)N1CC(=O)N2[C@@H](CO)[C@H](c3ccc(-c4ccccc4)cc3)[C@@H]2C1,0.2,.,2,-2
O=C(C[C@@H]1C[C@H]2c3cc(NS(=O)(=O)c4ccc(F)cc4)ccc3O[C@H]2[C@H](CO)O1)N1CCCCC1,-0.3,.,-40,-7
O=C(C[C@H]1CC[C@H]2[C@@H](COC[C@H](O)CN2Cc2ccc(C(F)(F)F)cc2)O1)NCCc1ccccc1,-0.7,.,-7,7&5
O=C(O)C[C@H]1CC[C@@H](NC(=O)c2ccncc2)[C@@H](CO)O1,-0.5,2,10,.
O=C(Cc1ccccc1)N1CC(=O)N2[C@H](CO)[C@@H](c3ccc(-c4cccc(F)c4)cc3)[C@H]2C1,-0.6,.,-1,-1
CC(=O)N(C)C[C@@H]1Oc2cc(-c3ccc(F)cc3)ccc2S(=O)(=O)N([C@H](C)CO)C[C@H]1C,1.0,-2,0,6
C[C@@H]1CCCCO[C@H](CN(C)S(=O)(=O)c2ccccc2)[C@@H](C)CN([C@@H](C)CO)C(=O)c2cc(NC(=O)NC3CCCCC3)ccc2O1,-0.4,.,-79,-5
C[C@@H]1CN([C@@H](C)CO)C(=O)c2cccc(NC(=O)C3CCOCC3)c2O[C@H]1CN(C)S(=O)(=O)c1cn(C)cn1,1.0,-30,11,-7
C[C@@H]1CN([C@@H](C)CO)C(=O)Cc2cc(NC(=O)Nc3ccc4c(c3)OCO4)ccc2O[C@H]1CN(C)S(C)(=O)=O,0.8,.,19,6
CO[C@@H]1CN(C)C(=O)c2cc(NC(=O)c3ccc(F)cc3)ccc2OC[C@@H](C)N(C)C[C@@H]1C,0.6,-50,.,-1
CN1C(=O)c2cc(NC(=O)Cc3ccccc3)ccc2OC[C@@H]2O[C@H](CC(=O)NCc3ccc(Cl)cc3)CC[C@H]21,0.2,-59,-23,4
O=C(C[C@@H]1CC[C@@H]2[C@H](COC[C@@H](O)CN2C(=O)c2cnccn2)O1)NCc1ccc(Cl)cc1,0.9,11,11,.
Cc1cc(C(=O)Nc2cccc3c2O[C@H](CN(C)C(=O)NC(C)C)[C@@H](C)CN([C@H](C)CO)C3=O)n(C)n1,-0.7,.,13,-1
CCCN(C)C[C@@H]1Oc2cc(C#CCN(C)C)ccc2S(=O)(=O)N([C@H](C)CO)C[C@@H]1C,16,21,-79,9
O=C(CC1CC1)N1CC[C@H]2[C@H](CO)Nc3ccc(-c4ccc(F)cc4)cc3[C@H]21,-1.2,107*,25,0
O=C(c1cccc(F)c1)N1C[C@H]2[C@@H](c3ccccc31)[C@H](CO)N2C(=O)C1CCCCC1,0.7,2,1,0
C[C@H]1CN([C@@H](C)CO)C(=O)CCCn2nncc2CO[C@@H]1CN(C)C(=O)Nc1ccc(-c2cccs2)cc1,-0.7,-38,-14,.
Cc1noc(C)c1NC(=O)N(C)C[C@@H]1Oc2ccc(NS(=O)(=O)c3cn(C)cn3)cc2CC(=O)N([C@@H](C)CO)C[C@H]1C,-0.7,6,40,-5
C[C@@H]1CN([C@H](C)CO)C(=O)Cc2cc(N(C)C)ccc2O[C@H]1CN(C)S(=O)(=O)c1ccc(Cl)cc1,-1.0,.,2,2
CCCNC(=O)Nc1ccc2c(c1)OC[C@@H](C)N(Cc1ccc(-c3ccccn3)cc1)C[C@H](C)[C@@H](OC)CN(C)C2=O,1.4,.,-38,.
COc1ccc(S(=O)(=O)N(C)C[C@H]2Oc3c(NC(=O)c4ccc(-c5nccs5)cc4)cccc3C(=O)N([C@H](C)CO)C[C@@H]2C)cc1,0.2,-43,-10,-5
CO[C@H]1CN(C)C(=O)c2ccc(NC(C)=O)cc2OC[C@@H](C)N(C(=O)Cc2ccccn2)C[C@@H]1C,0.7,-16,-14,.
C[C@@H]1CN([C@H](C)CO)C(=O)Cc2cc(NC(=O)Nc3ccccc3)ccc2O[C@@H]1CN(C)C,-0.3,93,1,1
CC=Cc1ccc2n(c1=O)C[C@@H]1[C@@H](CO)[C@H](C(=O)N(C)C)N(CCC)[C@H]21 (mixture of isomers),2.2,.,-16,2
C[C@@H]1CCCCO[C@H](CN(C)S(=O)(=O)c2cn(C)cn2)[C@@H](C)CN([C@@H](C)CO)C(=O)c2cc(NC(=O)CCCN(C)C)ccc2O1,0.7,-13,61,-4
COc1ccc(NC(=O)N(C)C[C@H]2Oc3c(NC(=O)CCCCCC(=O)Nc4ccccc4N)cccc3C(=O)N([C@@H](C)CO)C[C@H]2C)cc1,-3.2,.,-89*,5
C[C@H](CO)N1C[C@H](C)[C@@H](CN(C)Cc2ccc(Cl)c(Cl)c2)Oc2ccc(NC(=O)c3ccncc3)cc2C1=O,-1.9,-12,2,-13
C[C@H](CO)N1C[C@H](C)[C@H](CN(C)C(=O)C2CCC2)Oc2cc(C#C[C@@H](C)O)ccc2S1(=O)=O,-1.1,-1,-9,-3
CN1C(=O)c2cc(NC(=O)Nc3ccccc3F)ccc2OC[C@H]2O[C@H](CC(=O)O)CC[C@H]21,-1.7,-5,9,2
COc1ccc(NC(=O)C[C@H]2CC[C@H]3[C@@H](COc4ccc(NC(=O)C5CC5)cc4C(=O)N3C)O2)cc1,0.2,43,-6,8
CO[C@@H]1CC[C@H]2CCN(C)C(=O)[C@@H](C)N(C)C(=O)c3cccc(C#N)c3OC[C@H]1O2,0.4,19,.,1
C[C@H](CO)N1C[C@H](C)[C@@H](CN(C)Cc2ccc(C(=O)Nc3ccccc3N)cc2)Oc2c(NC(=O)Nc3ccc4c(c3)OCO4)cccc2C1=O,-1.1,107*,-88*,.
Cc1noc(C)c1S(=O)(=O)Nc1ccc2c(c1)C(=O)N([C@H](C)CO)C[C@@H](C)[C@H](CN(C)Cc1ccc(C(F)(F)F)cc1)OCCCC[C@H](C)O2,-1.0,95,-57,9
CCS(=O)(=O)Nc1ccc2c(c1)C(=O)N(C)C[C@H](OC)[C@H](C)CN(C(=O)NC(C)C)[C@@H](C)CO2,-0.2,-47,14,.
C/C=C/c1ccc2c(c1)O[C@H](CN(C)C(=O)C1CCCCC1)[C@H](C)CN([C@H](C)CO)S2(=O)=O,?,.,-36,1
COc1ccc2c3c([nH]c2c1)[C@@H](CO)N(C(C)=O)CC31CN(C(C)=O)C1,-0.3,.,22,-8
C[C@H](CO)N1C[C@H](C)[C@@H](CN(C)C(=O)c2ccc(F)cc2)Oc2ncc(/C=C/c3ccccc3)cc2C1=O,17,.,-80,1
Cc1ccc(OC(=O)N(C)C[C@H]2OCc3ccccc3-c3ccccc3C(=O)N([C@H](C)CO)C[C@H]2C)cc1,-2.1,-1,0,.
CCCNC(=O)N(C)C[C@H]1Oc2cc(C#Cc3cccc(F)c3)ccc2S(=O)(=O)N([C@@H](C)CO)C[C@@H]1C,-1.2,116*,-40,-16

New compounds follow
Order of values – GASC1 inh	T cruzi growth	Pf Dd2 inh	C diff HTS
COCC(=O)N1CC(=O)N2[C@@H](CO)[C@@H](c3ccc(-c4ccccc4C)cc3)[C@@H]2C1
  0.9	.	-47	1
C[C@H](CO)N1C[C@H](C)[C@@H](CN(C)C(=O)C2CCCCC2)Oc2ncc(-c3cccc(C#N)c3)cc2C1=O
  -0.6	-6	-7	-2
COC(=O)[C@H]1[C@H](CO)[C@H]2Cn3c(ccc(-c4cccnc4)c3=O)[C@H]2N1Cc1ccccc1F
  2.6	-11	-7	-6
CCCNC(=O)N(C)C[C@H]1Oc2cc(-c3ccccc3)ccc2S(=O)(=O)N([C@H](C)CO)C[C@H]1C
  1.5	47	0	-2
C[C@@H]1CN([C@H](C)CO)C(=O)c2cc(NS(=O)(=O)c3ccc(Cl)cc3)ccc2O[C@@H]1CN(C)C(=O)NC1CCCCC1
  -0.2	8	-4	-5
CO[C@H]1CN(C)C(=O)c2cc(NC(C)=O)ccc2OC[C@@H](C)N(S(C)(=O)=O)C[C@@H]1C
  1.5	-22	31	0
CN1[C@@H]2c3ccc(-c4ccccc4F)c(=O)n3C[C@@H]2[C@@H](CO)[C@@H]1C(=O)Nc1nccs1
  2.7	32	.	-5
O=C(c1cccnc1)N1CC2(C1)[C@H](c1ccccc1)[C@H](CO)N2CC1CC1
  -0.8	.	-10	4
C[C@@H]1CN([C@@H](C)CO)C(=O)c2cc(NC(=O)Nc3ccc(F)cc3)ccc2O[C@@H]1CN(C)S(=O)(=O)c1ccc(F)cc1
  -0.8	22	4	1
CN1CCN(C(=O)C[C@H]2CC[C@H]3[C@@H](COC[C@@H](O)CN3Cc3cccc(Cl)c3)O2)CC1
  1.2	30	-21	.
Cc1ccc(S(=O)(=O)N[C@H]2CC[C@@H](CCn3cc(C4CC4)nn3)O[C@H]2CO)cc1
  -0.2	.	2	4
C[C@@H]1CN([C@@H](C)CO)C(=O)c2cccc(NC(=O)Nc3ccccc3)c2O[C@H]1CN(C)C(=O)Nc1ccc(C(F)(F)F)cc1
  -2.4	29	-9	7
CCCNC(=O)N(C)C[C@H]1Oc2ncc(-c3ccncc3)cc2C(=O)N([C@@H](C)CO)C[C@H]1C
  -1.0	-59	33	-1
CNC[C@H]1Oc2cc(C#Cc3ccccn3)ccc2S(=O)(=O)N([C@H](C)CO)C[C@@H]1C
  -4.7	93	-7	3
C[C@H](CO)N1C[C@H](C)[C@H](CN(C)Cc2ccc3c(c2)OCO3)Oc2cc(-c3cccc(C(=O)N(C)C)c3)ccc2S1(=O)=O
  -1.7	.	-61	1
COc1ccc(S(=O)(=O)N(C)C[C@@H]2Oc3c(NC(=O)NC(C)C)cccc3C(=O)N([C@@H](C)CO)C[C@H]2C)cc1
  18	-14	-7	1
C[C@@H]1CN([C@H](C)CO)C(=O)c2cc(NS(=O)(=O)c3ccc(F)cc3)ccc2O[C@H]1CN(C)Cc1ccc(Oc2ccccc2)cc1
  19	50	-21	17
Cc1noc(C)c1S(=O)(=O)Nc1ccc2c(c1)C(=O)N([C@@H](C)CO)C[C@@H](C)[C@H](CN(C)C(=O)Nc1ccc(C(F)(F)F)cc1)OCCCC[C@@H](C)O2
  0.2	106	-14	-6
C[C@H](CO)N1C[C@H](C)[C@H](CN(C)C)Oc2cc(-c3cccc(F)c3)ccc2S1(=O)=O
  1.0	-26	.	-1
N#C[C@H]1[C@@H](c2ccccc2-c2ccc(F)cc2)[C@H](CO)N1C(=O)Cc1cccnc1
  -0.7	.	8	-1
CC(C)NC(=O)N(C)C[C@H]1Oc2ncc(C#CC3CCCCC3)cc2C(=O)N([C@@H](C)CO)C[C@H]1C
  1.2	26	-11	-11
CCC(=O)Nc1ccc2c(c1)C(=O)N(C)C[C@@H](OC)[C@H](C)CN(C(C)=O)[C@H](C)CO2
  1.3	-29	.	1
O=C(Nc1ccccc1F)N1C[C@@H]2[C@H](c3ccccc31)[C@@H](CO)N2C(=O)Nc1ccccc1
  1.1	9	-5	7

Exported as labelled records: 4 of the compounds above
C[C@H](CO)N1C[C@H](C)[C@H](CN(C)Cc2ccc3c(c2)OCO3)Oc2cc(-c3cccc(C(=O)N(C)C)c3)ccc2S1(=O)=O
  GASC1 inh: -1.7 | T cruzi growth: . | Pf Dd2 inh: -61 | C diff HTS: 1
COc1ccc(S(=O)(=O)N(C)C[C@@H]2Oc3c(NC(=O)NC(C)C)cccc3C(=O)N([C@@H](C)CO)C[C@H]2C)cc1
  GASC1 inh: 18 | T cruzi growth: -14 | Pf Dd2 inh: -7 | C diff HTS: 1
C[C@@H]1CN([C@H](C)CO)C(=O)c2cc(NS(=O)(=O)c3ccc(F)cc3)ccc2O[C@H]1CN(C)Cc1ccc(Oc2ccccc2)cc1
  GASC1 inh: 19 | T cruzi growth: 50 | Pf Dd2 inh: -21 | C diff HTS: 17
Cc1noc(C)c1S(=O)(=O)Nc1ccc2c(c1)C(=O)N([C@@H](C)CO)C[C@@H](C)[C@H](CN(C)C(=O)Nc1ccc(C(F)(F)F)cc1)OCCCC[C@@H](C)O2
  GASC1 inh: 0.2 | T cruzi growth: 106 | Pf Dd2 inh: -14 | C diff HTS: -6

Assay outcomes from PubChem.
